Assay outcomes as filed in PubChem BioAssay.
BoNT A protease: BoNT A light chain protease inhibition; multiplex microsphere protease substrate cleavage, flow cytometry; inhibition, % at 10 µM; actives 0.17% (n = 360,000); note: plate controls were buffer without enzyme for full effect and enzyme alone for no effect
PrPC surface inh: cell surface PrPC inhibition, primary TR-FRET screen; actives 0.43% (n = 370,000); AID 720596; inhibition, % at 13.8 µM; P04156; TR-FRET read-out; in the data active = inhibition above about 24%; note: 0% = median of the test wells and 100% = reference compound wells
Y pestis TopoI: inhibitors of Yersinia pestis topoisomerase I. Y. pestis Topo-I cleavage product accumulation, plate reader. activity, % at 10 µM. actives 0.064% (n = 360,000); in the data active = activity above about 50%, passing the limit was not always enough; inconclusive = no clear call, values can overlap the other calls; note: inactives centre near 2
Anthrax LF inh2: inhibitors of Bacillus anthracis lethal factor protease. AID 588501. multiplex microsphere protease cleavage assay, LF. inhibition, % at 10 µM. P15917. actives 0.12% (n = 360,000); note: plate controls were buffer without enzyme for full effect and enzyme alone for no effect
Target sequence (P15917 whole entry, looked up): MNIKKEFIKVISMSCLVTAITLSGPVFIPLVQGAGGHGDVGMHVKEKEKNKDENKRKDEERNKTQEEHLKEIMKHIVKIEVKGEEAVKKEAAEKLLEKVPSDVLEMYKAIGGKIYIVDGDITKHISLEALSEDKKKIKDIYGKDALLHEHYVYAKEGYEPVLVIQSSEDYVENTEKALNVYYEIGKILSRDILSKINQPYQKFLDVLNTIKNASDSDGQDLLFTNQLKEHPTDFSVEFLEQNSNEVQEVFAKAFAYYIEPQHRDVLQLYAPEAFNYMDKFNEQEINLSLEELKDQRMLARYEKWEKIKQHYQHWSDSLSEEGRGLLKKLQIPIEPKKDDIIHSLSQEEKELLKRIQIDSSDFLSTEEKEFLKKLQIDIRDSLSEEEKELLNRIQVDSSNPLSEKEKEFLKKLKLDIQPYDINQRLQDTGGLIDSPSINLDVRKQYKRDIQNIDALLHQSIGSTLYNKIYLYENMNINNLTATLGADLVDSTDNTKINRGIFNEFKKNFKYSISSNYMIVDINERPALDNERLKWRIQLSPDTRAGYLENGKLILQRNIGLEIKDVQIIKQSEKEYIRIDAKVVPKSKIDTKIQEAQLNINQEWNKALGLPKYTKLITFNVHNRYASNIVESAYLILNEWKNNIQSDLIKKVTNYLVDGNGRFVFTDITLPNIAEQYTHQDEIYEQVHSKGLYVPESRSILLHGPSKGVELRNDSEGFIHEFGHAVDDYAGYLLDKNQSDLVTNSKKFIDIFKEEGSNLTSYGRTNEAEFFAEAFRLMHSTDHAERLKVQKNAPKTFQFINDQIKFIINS
BoNT F protease: blocks Botulinum neurotoxin F light chain protease; Multiplex microsphere protease cleavage assay, flow cytometry; inhibition, % at 10 µM; actives 0.22% (n = 360,000); in the data active = inhibition above about 35%, passing the limit was not always enough; inconclusive = no clear call, values can overlap the other calls; note: plate controls were buffer without enzyme for full effect and enzyme alone for no effect
PfHsp40 yeast: compounds rescuing yeast from Plasmodium falciparum HSP40 toxicity; growth rescue, % at 12.5 µM; S. cerevisiae expressing PfHsp40, growth rescue, ATP luminescence; AID 504582; actives 0.68% (n = 340,000); in the data active = growth rescue above about 28%, passing the limit was not always enough; inconclusive = no clear call, values can overlap the other calls;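 note: yeast W303a lacking pdr1 and pdr3 grown in galactose medium; growth measured after three days at 30 °C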
TcdB GH inh: blocks C. difficile toxin B glycohydrolase activity; P18177; AID 652162; TcdB glycohydrolase enzymatic assay, plate reader; inhibition, % at 9.99 µM; actives 0.24% (n = 350,000); in the data active = inhibition above about 10%
FadD28 binding: blocks FadD28 binding to the bisubstrate probe. fluorescence polarization. inhibition, % at 12.5 µM. actives 0.22% (n = 360,000); in the data active = inhibition above about 8.5%, passing the limit was not always enough; inconclusive = no clear call, values can overlap the other calls
CCHF vOTU inh: blocks the CCHF virus ovarian tumor domain protease; inhibition, % at 11.5 µM; actives 0.55% (n = 370,000); CCHFV vOTU protease, Pep-AMC fluorescence; AID 651958; in the data active = inhibition above about 30%; note: 0% = vehicle wells with enzyme and 100% = no enzyme wells
An asterisk follows results filed as active; ? = inconclusive; nt = not tested or not shown. Cut-off read from the data, not from the text of the source, unless noted: active = inhibition above about 30%; inconclusive = no clear call, values can overlap the other calls; inactive = below that.

SMILES	BoNT A protease	PrPC surface inh	Y pestis TopoI	Anthrax LF inh2	BoNT F protease	PfHsp40 yeast	TcdB GH inh	FadD28 binding	CCHF vOTU inh
Cc1cc(C(c2ccc(C)o2)c2ccc(C)o2)c(O)c([N+](=O)[O-])c1	0.6	-11.9	-1.9	4.3	12.5	-0.1	nt	0.2	9.0
Cc1ccc(S(=O)(=O)/N=C(\c2ccc(F)cc2)n2c(C)nc3ccccc32)cc1	0.8	-3.0	6.5	-0.8	-2.9	1.7	nt	0.2	3.6
CCC(=O)Nc1ccccc1Oc1ccccc1	0.3	-4.8	-5.0	-2.5	-10.4	-0.4	nt	-1.2	-9.1
COc1cc(C2=NOC(C(=O)NCc3ccccn3)C2)cc(OC)c1OC (stereo not given)	-0.7	-4.2	1.1	-0.3	-8.7	0.3	nt	-0.1	-2.3
Cn1c(=O)c2c(nc(SCc3ccccc3F)n2C)n(C)c1=O	nt	-7.3	-5.6	nt	nt	0.9	0.4	-0.4	-8.5
COc1cccc(OC)c1C(=O)NC(=O)NNc1cc(C(F)(F)F)cc(C)n1	nt	6.5	4.3	nt	nt	-0.2	1.3	-2.0	13.4
Cc1noc(C)c1C(=O)NCC(=O)Nc1ccccc1Br	0.6	-0.3	1.7	-1.0	8.3	0.5	1.4	-1.0	-1.4
Cc1ccccc1CS(=O)(=O)Cc1ccc(C(=O)NCCCN2CCCC2=O)o1	-0.4	9.0	-4.9	1.4	-18.2	0.2	0.3	-2.0	-0.2
Cc1nn(-c2ccccc2)c2sc(C(=O)N(CC(=O)NC3CCCC3)Cc3ccco3)cc12	-0.3	-8.4	11.8	3.1	16.7	-1.1	nt	-2.7	2.7
CCc1nc2ccc(C(=O)Nc3cccc(OCC(=O)N(C)C)c3)cn2c1N(CCC(C)C)CCN(C)C	-0.7	-7.4	-2.2	-6.6	-7.0	nt	0.2	-0.4	8.1
COc1ccccc1NC(=O)CCC(=O)N(Cc1ccc(OC)c(OC)c1)c1nccs1	-0.3	8.2	26.1	-4.3	-2.5	1.9	1.2	-2.9	-10.3
CCOc1cc(/C=N/O)ccc1OCc1ccc([N+](=O)[O-])cc1	-1.1	-7.0	5.8	0.9	-6.4	-0.2	2.2	-1.6	-12.5
C=CCN(C(=O)c1csnn1)C(C(=O)NC1CCCC1)c1ccc(OC)cc1 (stereo not given)	-0.1	6.4	7.7	-7.8	-19.7	-0.5	-0.1	1.5	5.0
Cc1nc(N)sc1C(=O)N/N=C/c1cccnc1	-1.1	-14.2	5.4	0.7	0.7	0.7	-0.9	-0.3	1.1
Cc1ccc(C(=O)COC(=O)CN2C(=O)C3C4C=CC(C4)C3C2=O)cc1C (stereo not given)	2.1	1.9	8.1	-2.0	8.4	-1.1	2.2	-2.8	11.6
CN(C(=O)CN1C(=O)c2cccc(N)c2C1=O)C1CCCCC1	-0.2	-11.4	13.7	1.2	1.3	0.2	0.8	-0.8	-27.6
Cc1ccc([C@H]2C[C@@H](n3cc(-c4ccc(F)cc4)nn3)[C@H](O)CN2C(=O)C2CCCCC2)cc1	-0.5	1.1	16.8	0.2	-2.9	nt	0.8	-1.5	-1.8
CCOC(=O)C1(C)CCCN1C(=O)c1cncc(Br)c1 (stereo not given)	-0.6	2.7	4.6	-1.8	-3.7	nt	0.1	0.4	2.6
CCCCOc1ccc(C(C)NC(=O)C2CCCN(S(=O)(=O)CCC)C2)cc1 (stereo not given)	1.3	-3.6	2.4	-1.4	1.1	-0.2	nt	-2.2	8.2
COCCNC(=O)c1cc2c(=O)n3cccc(C)c3nc2n1C	-0.2	-4.7	8.1	2.1	-4.8	-0.5	1.2	0.1	-22.9
CCOc1ccc(N2C(=O)/C(=C\c3ccc(OC)c(O)c3)S(=O)(=O)C2c2cccc([N+](=O)[O-])c2)cc1 (stereo not given)	-1.0	-3.4	-1.3	-2.6	-2.2	0.3	0.8	-3.4	-5.4
Cc1occc1C(=O)Nc1nn[nH]n1	-0.3	2.6	-5.9	-8.2	0.3	-0.5	nt	-3.8	4.0
O=C(NCc1ccccn1)C1CCN(S(=O)(=O)c2cnc[nH]2)CC1	-0.2	-4.0	-9.9	-6.3	-7.2	-0.5	-1.0	-2.2	3.1
CC(C)CC(NC(N)=O)C(=O)Nc1ccc(Cl)c(Cl)c1 (stereo not given)	-0.2	1.1	0.9	1.6	1.4	1.3	1.2	-6.3	3.0
C#CC[N+]1(C)C2CCC1CC(O)C2 (stereo not given)	-1.4	-4.2	0.9	-0.6	-6.6	-0.5	0.3	1.5	8.4

8 structures already listed, sorted by molecular weight, low to high:
SMILES	BoNT A protease	PrPC surface inh	Y pestis TopoI	Anthrax LF inh2	BoNT F protease	PfHsp40 yeast	TcdB GH inh	FadD28 binding	CCHF vOTU inh
CCC(=O)Nc1ccccc1Oc1ccccc1	0.3	-4.8	-5.0	-2.5	-10.4	-0.4	nt	-1.2	-9.1
Cn1c(=O)c2c(nc(SCc3ccccc3F)n2C)n(C)c1=O	nt	-7.3	-5.6	nt	nt	0.9	0.4	-0.4	-8.5
CCOC(=O)C1(C)CCCN1C(=O)c1cncc(Br)c1 (stereo not given)	-0.6	2.7	4.6	-1.8	-3.7	nt	0.1	0.4	2.6
Cc1noc(C)c1C(=O)NCC(=O)Nc1ccccc1Br	0.6	-0.3	1.7	-1.0	8.3	0.5	1.4	-1.0	-1.4
COc1cc(C2=NOC(C(=O)NCc3ccccn3)C2)cc(OC)c1OC (stereo not given)	-0.7	-4.2	1.1	-0.3	-8.7	0.3	nt	-0.1	-2.3
Cc1ccc([C@H]2C[C@@H](n3cc(-c4ccc(F)cc4)nn3)[C@H](O)CN2C(=O)C2CCCCC2)cc1	-0.5	1.1	16.8	0.2	-2.9	nt	0.8	-1.5	-1.8
CCOc1ccc(N2C(=O)/C(=C\c3ccc(OC)c(O)c3)S(=O)(=O)C2c2cccc([N+](=O)[O-])c2)cc1 (stereo not given)	-1.0	-3.4	-1.3	-2.6	-2.2	0.3	0.8	-3.4	-5.4
CCc1nc2ccc(C(=O)Nc3cccc(OCC(=O)N(C)C)c3)cn2c1N(CCC(C)C)CCN(C)C	-0.7	-7.4	-2.2	-6.6	-7.0	nt	0.2	-0.4	8.1

The listing continues.
SMILES	BoNT A protease	PrPC surface inh	Y pestis TopoI	Anthrax LF inh2	BoNT F protease	PfHsp40 yeast	TcdB GH inh	FadD28 binding	CCHF vOTU inh
Cc1ccc(NC(=O)CN(C)C(=O)c2ccc(OCc3cn4ccccc4n3)cc2)cc1	0.2	4.6	13.1	-1.7	-7.8	0.2	2.3	-2.1	-8.7
CN1C(=O)C2(C(C#N)=C(N)N(c3cc(Cl)cc(Cl)c3)C3=C2C(=O)CCC3)c2ccccc21 (stereo not given)	0.4	-1.5	7.1	3.4	5.2	-0.3	nt	0.7	-2.9
Cc1nn(-c2ccccc2)c(Cl)c1/C=N/NC(=O)OC(C)(C)C	0.0	4.6	-11.5	0.1	8.2	1.4	0.6	-2.4	8.2
CCCCn1c(N)c(N(CCOC)C(=O)COC(=O)C(C)(C)Oc2ccc(Cl)cc2)c(=O)[nH]c1=O	-5.5	-5.5	5.5	-1.7	-11.6	1.3	1.9	-1.7	-3.1
CC(=O)Oc1c(Br)cc(N(C(C)=O)S(=O)(=O)c2ccccc2)c2ccccc12	nt	-3.4	-4.6	nt	nt	-1.3	0.5	-1.6	10.7
Cc1ccc(NC(=O)Cn2cnc3c(cnn3C(C)(C)C)c2=O)cc1	-0.5	3.0	0.9	-5.6	-0.6	0.9	nt	-0.4	-4.7
CC(=O)c1cccc(NC(=O)CC2S/C(=N/N=C/c3cccs3)NC2=O)c1 (stereo not given)	0.3	2.9	-3.6	-1.3	-3.1	0.8	1.0	-2.9	-3.2
C=CCNC(=S)NNC(=O)C(CCC(C)C)CC(C)O (stereo not given)	-0.2	14.3	0.0	-0.4	-2.8	1.4	nt	-4.8	1.0
COc1ccccc1C1SCCN1C(=O)c1ccc([N+](=O)[O-])cc1 (stereo not given)	-1.3	1.4	1.1	-1.1	0.7	-0.2	0.7	-0.8	18.0
Cc1noc(C)c1COc1ccc(C(=O)NCC2(N(C)C)CCCCC2)cc1	0.0	-9.0	-9.1	-10.0	-2.4	nt	0.5	-3.0	-1.8
COc1ccccc1NC(=O)c1cc(N2C(=O)C3C4CCC(C4)C3C2=O)ccc1Cl (stereo not given)	1.7	7.2	11.4	1.6	-2.0	1.6	2.2	-1.2	3.6
CC(=O)Nc1ccc2c(c1)ncn2C1CCCCC1	0.3	-0.8	1.5	-1.7	-6.0	-0.1	4.5	-2.1	1.9
COc1ccccc1CC(=O)Nc1ccc([N+](=O)[O-])cc1OC	0.3	-11.5	0.2	0.5	-6.0	0.7	-5.4	-4.2	9.4
CN1N=C(C(C)(C)C)CSC1=Nc1ccccc1	?	-4.0	3.8	-3.1	?	-1.6	-0.1	-2.4	1.1
COc1cc(CCCN2CCNC[C@H]2Cc2cccc3ccccc23)cc(OC)c1OC	-1.2	-17.0	9.2	-15.0	-32.4	0.0	0.6	-2.4	-5.2
CCOC(=O)C1(Cc2cccc(OC)c2)CCCN(C(=O)c2cc(C)on2)C1 (stereo not given)	4.1	12.7	2.0	-1.7	2.3	-0.1	2.4	-1.5	10.4
CSc1ncccc1C(=O)OCc1ccc(C#N)cc1	1.5	1.7	5.2	4.0	?	-0.1	nt	-1.7	9.8
CC(C(=O)N(C)C1CCCCC1)N1CCC(C(N)=O)CC1 (stereo not given)	2.3	-3.7	4.1	15.5	3.0	-0.6	0.1	-2.5	-3.4
CC(C)NC(=O)C1(C)CCN1C(=O)c1ccccc1Oc1ccccc1 (stereo not given)	-0.2	-6.0	-5.3	-0.3	0.2	nt	1.5	-0.3	7.5
CC(O)CN(CCC(N)=O)CCC(N)=O (stereo not given)	-0.6	9.8	3.9	-16.1	-1.1	-0.8	nt	1.9	12.1
Cc1ccc(NNC(=O)c2ccno2)cc1C	-0.5	8.3	0.0	-0.5	3.4	-0.9	88.2*	-0.5	12.7
CS(=O)(=O)N1CCCC(C(=O)Nc2ccccc2)C1 (stereo not given)	-2.8	-5.2	-2.7	17.5	?	-0.2	2.4	0.3	-0.2
Cc1cccc(N2CCCn3c2nc2c3c(=O)[nH]c(=O)n2C)c1	-2.8	13.2	14.7	-13.4	-10.6	1.0	0.0	-0.8	-6.9
CCCCC1=CC2=CC(=O)C(C)(OC(=O)c3cccs3)C(=O)C2=CO1 (stereo not given)	2.2	-4.3	-12.7	2.3	5.9	-1.6	0.7	2.5	9.1
COCCCNC(=O)c1nc2c(nnn2Cc2cc(C)ccc2C)c(=O)[nH]1	0.8	1.4	4.4	5.7	2.9	-0.2	0.2	-5.9	-4.3
SMILES	BoNT A protease	PrPC surface inh	Y pestis TopoI	Anthrax LF inh2	BoNT F protease	PfHsp40 yeast	TcdB GH inh	FadD28 binding	CCHF vOTU inh
O=C(CSc1ncnc2ccccc12)c1ccco1	0.2	nt	-1.8	-0.7	7.8	1.1	nt	-3.9	nt
Oc1ccc(N2CCN(c3ccnc4cc(Cl)ccc34)CC2)cc1	1.4	-0.5	-12.7	1.2	3.3	0.9	1.6	-0.8	-0.2
CCN(CC(=O)Nc1c(F)cccc1F)C(=O)CCc1nc2sc3c(c2c(=O)[nH]1)CCCC3	9.6	8.6	15.7	6.2	13.2	-0.9	1.9	-5.9	4.4
Cc1nnc(SCC(=O)NC2CCCC2)s1	nt	-0.1	5.6	nt	nt	0.8	nt	0.5	7.1
COc1ccc(C2=NN(C(=O)CN3CCCCC3)C(c3ccc(OC)cc3)C2)cc1 (stereo not given)	?	-10.3	23.6	-2.4	?	1.6	-0.1	-4.0	1.8
CCn1nnnc1NCc1c(OC)ccc2ccccc12	-1.1	0.4	-1.4	-0.7	0.1	0.2	0.1	-0.4	-15.2
COc1ccc(OC)c(NS(=O)(=O)c2ccc3[nH]c(=O)[nH]c3c2)c1	0.3	4.3	-10.4	2.9	0.4	nt	-3.3	-4.2	13.2
